# PDI inh: inhibitors of human PDI, primary screen, biochemical, turbidity, single point, plate reader. Protein disulfide-isomerase (Homo sapiens), P07237. inhibition, % at 10 µM. AID 588391, 2011. PDI insulin aggregation turbidity, A650, 90 min. actives 0.052% (n = 350,000);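 active = mean inhibition across replicates of 30% or more, whatever share of single replicates reach that level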;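 note: absorbance from insulin aggregation driven by PDI reduction with DTT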
# Target sequence (P07237 whole entry, looked up): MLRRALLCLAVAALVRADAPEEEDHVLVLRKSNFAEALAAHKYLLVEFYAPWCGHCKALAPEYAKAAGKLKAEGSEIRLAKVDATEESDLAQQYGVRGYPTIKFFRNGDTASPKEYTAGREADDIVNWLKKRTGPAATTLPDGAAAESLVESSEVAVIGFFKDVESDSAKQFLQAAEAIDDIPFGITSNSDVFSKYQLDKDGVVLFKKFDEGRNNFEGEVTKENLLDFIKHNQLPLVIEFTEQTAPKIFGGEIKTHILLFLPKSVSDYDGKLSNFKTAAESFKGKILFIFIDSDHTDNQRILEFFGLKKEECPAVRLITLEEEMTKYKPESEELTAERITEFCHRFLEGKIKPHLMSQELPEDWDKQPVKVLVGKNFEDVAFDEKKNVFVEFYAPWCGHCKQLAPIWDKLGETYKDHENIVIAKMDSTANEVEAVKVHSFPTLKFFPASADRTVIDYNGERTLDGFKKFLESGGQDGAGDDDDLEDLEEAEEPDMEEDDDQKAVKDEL
# TRPM1 prom inh: inhibitors of MITF-dependent TRPM1 promoter reporter, primary screen, cell-based, SK-MEL-5, single point, luciferase | SK-MEL-5 TRPM1 promoter luciferase, 24 h | inhibition, % at 12.5 µM | actives 0.83% (n = 330,000);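 active = mean inhibition across replicates of 60% or more, whatever share of single replicates reaches that level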; note: values of inactives mirror those of a sister screen read the other way
# iPSC survival up: enhancers of single-cell hiPSC survival, primary screen, ATPlite luminescence; actives 0.044% (n = 360,000); 100% = ROCK inhibitor wells, 0% = DMSO; survival enhancement, % at 20 µM; AID 602274, 2012; in the data active = survival enhancement above about 18%;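 note: cells exposed to compounds for 16 hours before the ATP read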
# aDG glyco act: activators of alpha-DG glycosylation, primary screen, uHTS, Pro5-aDG cells, AlphaScreen. AID 624168, 2012. actives 0.22% (n = 360,000). alpha-DG glycosylation AlphaScreen (IIH6); 0% Pro5, 100% B10-LARGE cell signal. activation, % at 10 µM;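 active = activation of at least 8% versus controls, or a plate z-score of at least 8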;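 note: Pro5 are CHO cells carrying HIG-tagged alpha-DG that lacks glycosylation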
# NR2E3 ag-1: inhibitors of NR2E3-RetCOR corepressor binding, primary screen, NR2E3 agonist project, biochemical, TR-FRET, GST-NR2E3, biotin-RetCOR; actives 0.12% (n = 320,000); AID 2300, 2010; 1536-well; inhibition of corepressor binding, % at 4.78 µM;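 active = percent inhibition above the cutoff of mean plus 3 SD of all tested compounds, set per screening campaign, cut at about 20% in these data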;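 note: 0% = DMSO wells and 100% = biotin wells as full block of FRET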
# Target sequence (Q9Y5X4 whole entry, looked up): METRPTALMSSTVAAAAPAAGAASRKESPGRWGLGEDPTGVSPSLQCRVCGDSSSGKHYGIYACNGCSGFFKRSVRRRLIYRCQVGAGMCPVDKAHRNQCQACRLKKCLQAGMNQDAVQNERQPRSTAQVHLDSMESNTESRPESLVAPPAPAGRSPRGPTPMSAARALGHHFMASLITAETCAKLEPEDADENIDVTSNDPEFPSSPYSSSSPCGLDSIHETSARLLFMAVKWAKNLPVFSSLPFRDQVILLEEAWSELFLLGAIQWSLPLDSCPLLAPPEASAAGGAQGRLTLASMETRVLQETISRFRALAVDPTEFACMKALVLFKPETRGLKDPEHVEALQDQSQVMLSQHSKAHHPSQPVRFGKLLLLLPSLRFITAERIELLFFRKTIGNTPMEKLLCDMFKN
#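 System: GST-tagged NR2E3 plus biotinylated RetCOR corepressor; Amount: 1.35 nM GST-tagged NR2E3 final; Dosing: single nominal compound dose of 4.8 µM; Schedule: 5 h incubation at 4 °C; Technique: TR-FRET with europium anti-GST and streptavidin-D2, 340 nm excitation; Controls: biotin wells as high control, 0.6% DMSO wells as low control.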
# NR2E3 ag-2: NR2E3 agonists in two-hybrid cells, primary screen, cell-based, luminescence, CHO-S, Gal4-NCOR/VP16-NR2E3; Photoreceptor-specific nuclear receptor (Homo sapiens), Q9Y5X4; luciferase; inhibition of corepressor binding, % at 3.98 µM; actives 0.35% (n = 360,000); AID 602229, 2012;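 active = inhibition above the mean of all tested compounds plus 3 SD, cut at about 70% in these data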;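 note: 0% = DMSO with NR2E3 transfected cells and 100% = cells lacking NR2E3 construct; higher means lower luciferase signal from less NR2E3 corepressor binding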
# CaV13 FRET inh: Disruptors of the CACNA1D IQ motif to Ca2+-dependent inactivation inhibitor domain association, primary screening, Förster resonance energy transfer in intact living …. HEK cells, CFP/YFP FRET ICDI-IQ, plate reader, 10 min; percent FRET-ratio fall versus neutral wells. actives 0.098% (n = 340,000). AID 743397. inhibition, % at 12.3 µM;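 active = mean replicate inhibition of at least 30% and at least 1% of replicates passing that level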;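 note: 0% = median of the neutral control wells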
# Granule exo inh: LAMP-1 surface exposure blockers, TALL-104 cells – cell-based, flow cytometry, MLPCN library, primary screen; AID 651702, 2012; actives 0.66% (n = 360,000); TALL-104 LAMP-1 surface exposure; cells stimulated with thapsigargin and PMA; inhibition, % at 10 µM;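 active = inhibition above about 55%, limit read from the data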
# Vif imaging: HIV Vif self-association inhibitors, primary screen, imaging, HEK293T, single point | inhibition, % at 7.49 µM | actives 0.35% (n = 340,000) | AID 602346, 2012 | HEK293T cells, Vif self-association by quenched fluorescence, 24 h; in the data active = inhibition above about 50%, passing the limit was not always enough; note: some results filed as inactive read as strong as hits
# Peg3 prom inh: Peg3 promoter-driven luciferase inhibitors, primary screen, cell-based, HeLa, luciferase luminescence | HeLa PEG-Prom luciferase reporter, overnight | inhibition, % at 20 µM | actives 1.7% (n = 360,000) | AID 588405, 2011;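 active = inhibition of at least 50% at 20 µM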
# HIF-2a block: HIF-2a reporter inhibitors, primary screen, luminescence, 786-0 RCC cells. 786-0 RCC cells HIF-2a reporter, luciferase luminescence, overnight. actives 0.72% (n = 360,000). inhibition, % at 18.8 µM. AID 624352, 2012;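 active = inhibition of the luminescence signal of 40% or more relative to plate controls, in a single-dose primary screen at 18.75 µM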
# * = called active by the depositor; nt = no result given.
# Below each compound: TRPM1 prom inh, PDI inh, NR2E3 ag-1, Vif imaging, aDG glyco act, Granule exo inh, Peg3 prom inh, NR2E3 ag-2, iPSC survival up, HIF-2a block, CaV13 FRET inh
CCN1C(=O)C(CC(=O)NCCc2ccccc2)N(NC(=O)c2ccc(Br)cc2)C1=S (configuration not stated)
 : nt, 0.5, nt, -3.9, 0.1, -9.5, 2.0, -33.4, 0.0, 7.1, -5.3
Cc1cc(NC(=O)CSc2nc(-c3ccco3)cc(C(F)(F)F)n2)n(-c2ccccc2)n1
 : 30.2, -2.1, -1.4, 1.7, -0.4, 9.3, 15.8, -147.7, 0.0, 16.1, nt
COCOCCn1cc(CN2CCS(=O)(=O)N(Cc3ccc(-c4ccc(F)nc4)cc3)C(CC(C)C)C2=O)nn1 (configuration not stated)
 : nt, -4.0, nt, 0.2, 0.2, 0.2, -8.6, -13.7, 2.7, -26.8, -5.0
COc1cc(/C=N\NC(=O)c2ccc(C)nc2)ccc1OC(=O)c1ccco1
 : 9.0, 6.1, 0.1, 1.4, -0.2, -1.1, -10.1, 7.9, 2.4, -11.3, -5.4
CC(=O)N1CCc2cc(C(=O)CN3CCN(c4ccccc4F)CC3)ccc21
 : nt, nt, 3.8, nt, -0.3, 0.2, -25.3, -44.8, 0.0, -39.9, 4.6
COc1cc(NC(=S)N2CCN(S(C)(=O)=O)CC2)cc(OC)c1
 : -2.9, -1.5, nt, 13.1, 2.8, -0.8, -6.3, -0.5, -0.5, -1.7, -5.6
CCOc1cc(C2NC(=O)NC(C)=C2C(=O)OC(C)CC)cc(Br)c1O (configuration not stated)
 : 11.0, 5.9, 2.6, -7.0, 0.2, 5.4, 3.3, -14.3, 2.8, 4.0, -3.6
Cc1ccc(NC(=O)C2CCN(S(=O)(=O)c3ccccc3)CC2)cc1
 : -1.5, -0.3, 3.4, 0.6, 0.6, 7.3, 15.3, 12.4, 1.1, 9.5, -2.7
CC1(C)OC(=O)C(=CNc2ncccn2)C(=O)O1
 : 8.4, 1.3, 0.3, 2.2, -0.2, -4.1, 1.0, -2.1, -0.4, -1.2, -6.9
COn1c(SCc2ccccc2)nc2ccccc2c1=O
 : 2.5, -3.4, 0.2, 0.0, 0.0, -2.6, -3.2, 4.5, -2.3, -21.7, -5.3
CC1CN(c2ccc([N+](=O)[O-])cc2F)CCN1C(=O)c1ccco1 (configuration not stated)
 : 26.0, -7.2, 1.3, -12.8, 0.5, -0.4, 22.6, 18.8, 0.9, -5.5, -5.7
Cc1cccc(N2C(=O)CC(n3ccnc3)C2=O)c1C (configuration not stated)
 : 12.4, -3.8, 1.4, -1.3, 0.0, 2.5, 10.4, -15.1, 0.0, 5.4, -2.4
Cc1cc(NC(=O)CSc2nc(C(C)(C)C)nc3ccccc23)no1
 : 9.1, -2.4, -1.4, -5.5, -0.3, 2.4, 23.2, -28.5, 0.7, 14.4, -20.3
O=C(C[n+]1cnn(CC(=O)c2ccc(Cl)cc2Cl)c1)c1ccc([N+](=O)[O-])cc1
 : 44.1, 5.9, -1.4, -0.9, -0.2, -3.7, 6.0, -11.0, -0.6, 22.9, -2.3
Cc1ccc(C(=O)N/C(=C\c2ccco2)C(=O)NCCN2CCOCC2)cc1
 : -2.3, -7.2, 1.1, 2.7, 0.0, 19.0, -1.9, -34.0, -0.7, -6.3, -4.4

# Looked up above:
# iPSC survival up, COc1cc(NC(=S)N2CCN(S(C)(=O)=O)CC2)cc(OC)c1 : -0.5
# aDG glyco act, CC(=O)N1CCc2cc(C(=O)CN3CCN(c4ccccc4F)CC3)ccc21 : -0.3
# NR2E3 ag-2, COn1c(SCc2ccccc2)nc2ccccc2c1=O : 4.5
# NR2E3 ag-2, O=C(C[n+]1cnn(CC(=O)c2ccc(Cl)cc2Cl)c1)c1ccc([N+](=O)[O-])cc1 : -11.0

# More compounds
# Below each compound: TRPM1 prom inh, PDI inh, NR2E3 ag-1, Vif imaging, aDG glyco act, Granule exo inh, Peg3 prom inh, NR2E3 ag-2, iPSC survival up, HIF-2a block, CaV13 FRET inh
O=C(Nc1cccc(S(=O)(=O)N2CCOCC2)c1)C(c1ccccc1)N1CCCCC1 (configuration not stated)
 : -10.3, -1.8, -3.4, -0.3, 0.1, 40.3, 7.7, -3.0, -1.6, 3.7, -4.7
Cc1cccc2sc(=S)[nH]c12
 : nt, nt, nt, nt, 0.1, -13.3, 12.1, -4.0, -0.2, 21.3, -10.2
O=C1CN2C(=N1)N(Cc1ccccc1)c1ccccc12
 : 12.3, 2.2, 4.2, -1.0, 0.1, -2.3, 11.0, -17.7, -2.7, 7.2, -5.5
CC(=O)OCC(=O)C1(O)CCC2C3CCC4=CC(=O)C=CC4(C)C3C(=O)CC21C (configuration not stated)
 : 2.2, 0.8, nt, -0.4, 0.3, -2.7, 0.8, -11.4, -0.2, 3.5, -6.6
Cc1cc(C(=O)Nc2nc(-c3ccccn3)cs2)ccc1[N+](=O)[O-]
 : 6.8, -2.1, -1.5, -4.1, 3.5, -1.8, -3.3, -19.0, -0.4, -115.6, 0.8
O=C(CCn1c(=S)[nH]c2ccccc2c1=O)N1CCOCC1
 : 5.0, 1.7, 1.7, 11.2, -0.2, 0.4, 7.5, -20.2, -1.3, 19.5, -5.8
O=c1[nH]c(=O)n(CCc2ccc(F)cc2)c(O)c1C=NCc1ccc2c(c1)OCO2
 : 14.1, -9.0, 0.7, 15.7, -0.2, -2.3, 30.9, 5.4, -0.9, 15.8, -3.7
O=C(N/N=C/C1CC=CCC1)c1ccc(O)cc1O (configuration not stated)
 : -3.2, 16.5, 0.6, -16.3, -0.1, -0.8, 0.5, -16.2, 1.5, 16.4, -21.0
C=CCN1CCN(C(c2cc(OC)ccc2OC)c2nnnn2CC2CCCO2)CC1 (configuration not stated)
 : -4.8, 22.1, 0.4, -1.4, 0.0, 1.6, 1.7, 5.4, 2.0, 9.2, -0.5
Cc1ccc2[nH]c3c(NCCCN4CCCC4=O)ncnc3c2c1
 : -40.5, -5.5, 0.8, -9.4, 0.5, -10.7, -81.2, -38.6, -1.3, -130.2, nt
O=C1N(c2ccccc2C(F)(F)F)O[C@@]1(c1ccccc1)C1CCCCC1
 : 18.7, 1.7, 0.7, -2.1, 0.4, -15.2, 56.9*, 2.9, -1.9, 2.9, -5.2
Cc1c(C=O)c(=O)n(-c2ccccc2)n1C
 : -12.3, 1.5, 4.0, -2.3, -0.4, -0.4, 17.2, 0.8, -2.2, 13.3, 5.3
S=C(NCc1ccc(Cl)cc1)NN1CCOCC1
 : -0.7, 2.9, 1.6, 8.5, -0.2, 11.1, 21.0, -2.9, 2.8, 1.3, 6.6
COc1ccc(CC(=O)NNC(=O)COc2ccc(Cl)cc2C)cc1S(=O)(=O)N1CCOCC1
 : 10.8, -3.8, -2.1, 0.1, -0.1, -2.3, 10.3, -14.1, -0.4, 12.2, -4.6
CCOC(=O)c1sc(NC(=S)NC(=O)c2cccc(Cl)c2)c(C(=O)OCC)c1C
 : 12.7, -6.4, -1.0, 10.8, 0.1, 2.7, -6.2, 20.3, 5.1, -9.6, nt

# Nothing new here: entries from further up.
# Below each compound: TRPM1 prom inh, PDI inh, NR2E3 ag-1, Vif imaging, aDG glyco act, Granule exo inh, Peg3 prom inh, NR2E3 ag-2, iPSC survival up, HIF-2a block, CaV13 FRET inh
O=C(Nc1cccc(S(=O)(=O)N2CCOCC2)c1)C(c1ccccc1)N1CCCCC1 (configuration not stated)
 : -10.3, -1.8, -3.4, -0.3, 0.1, 40.3, 7.7, -3.0, -1.6, 3.7, -4.7
Cc1cccc2sc(=S)[nH]c12
 : nt, nt, nt, nt, 0.1, -13.3, 12.1, -4.0, -0.2, 21.3, -10.2

# Continued.
# Below each compound: TRPM1 prom inh, PDI inh, NR2E3 ag-1, Vif imaging, aDG glyco act, Granule exo inh, Peg3 prom inh, NR2E3 ag-2, iPSC survival up, HIF-2a block, CaV13 FRET inh
Cc1c(C2Nc3ccccc3NC3=C2C(=O)CC(C)(C)C3)cnn1C (configuration not stated)
 : 9.4, -1.7, 1.2, 1.7, 0.4, 3.0, 8.9, -30.4, -0.5, 3.2, -7.6
COCCN=C1NN=C(c2cc(C)n(CC3CCCO3)c2C)CS1 (configuration not stated)
 : 16.6, -3.0, -0.5, -1.6, 0.5, 2.0, 7.3, -16.7, 0.3, 3.1, -4.7
Fc1ccc(-c2noc(C3CCN(Cc4cccnc4)CC3)n2)cc1
 : -2.6, 8.8, 1.9, -26.5, 0.4, 0.8, -25.3, -10.5, -1.7, -57.4, -0.9
O=C(CS(=O)c1cccc(C(F)(F)F)c1)Nc1ccccc1Cl (configuration not stated)
 : -2.7, -3.0, -1.5, -4.3, -0.1, -2.0, 3.6, 13.8, -0.3, 7.9, -3.9
CC(C(=O)Nc1ccc(F)cc1Cl)N1CCN(S(=O)(=O)c2cccs2)CC1 (configuration not stated)
 : -2.8, -2.0, 0.6, -2.0, 0.6, 9.5, 0.5, -4.0, -0.4, -30.6, -2.1
CCCC(=O)Nc1ccc(C(=O)NCc2ccccn2)cc1
 : 4.2, 8.5, 1.2, 1.1, -0.2, 4.3, -3.1, -16.8, -0.5, 10.8, 1.3
COc1cc(/C=N/N(C)C)ccc1OC(=O)c1cccs1
 : -2.2, -4.0, 0.9, -3.6, -0.2, 0.5, -11.9, -6.3, 2.7, 0.7, -2.9
CCOC(=O)C1=CN(CC)S(=O)(=O)NC1c1cccc(OC)c1 (configuration not stated)
 : -2.5, -17.2, nt, -5.2, 0.0, -0.8, -6.3, -18.2, 6.2, 6.8, -4.5
Cc1nc(N/N=C/c2ccc(Br)cc2)cc(N2CCOCC2)n1
 : -4.8, -10.7, 1.6, -1.6, -0.1, 8.2, -3.0, 15.9, -0.3, -28.3, -21.6
COC(=O)c1ccc2c(c1C(=O)OC)CN(S(=O)(=O)C(C)(C)C)[C@@H]2CCO
 : -2.7, -5.6, nt, 4.7, -0.5, 0.5, -11.5, -26.4, -0.6, -1.9, -7.0
O=C(NCc1cccc(F)c1)C1CCC(=O)N(CCCN2CCOCC2)C1 (configuration not stated)
 : -3.1, 0.9, 3.0, 28.5, 0.0, -14.2, 12.1, 1.7, 1.6, 14.9, -3.9
Cc1nc(SCCC(=O)O)c2cc(-c3ccccc3)sc2n1
 : 51.5, 3.2, -1.1, 15.1, -0.1, 0.9, 1.3, -19.2, -0.8, 85.0*, -6.9
CN1CCN(CCOCCOc2ccc(Br)cc2Cl)CC1
 : 5.0, 8.5, 1.3, 0.1, 0.4, 12.5, -2.6, 15.9, 1.7, 2.9, -20.0
O=C(N/N=C\c1cccc(Cl)c1)c1ccc(Cn2cccn2)o1
 : -14.2, 0.5, 9.4, 7.6, -0.1, 0.9, -14.7, -39.4, -1.5, -45.7, -5.5

# Compound activity deposited in PubChem BioAssay by several laboratories.
